High-throughput results as filed in PubChem.
T cell HTS = modulators of CD8 T cell-vesicle binding, primary screen, mouse 2C CD8+ T cells, flow cytometry | 2C CD8+ T cell-vesicle binding; active compounds read low | calls only at 7 µM | hit rate 0.068% among 330,000;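 active = response, share of CD8 T cells binding vesicles, and their 90th percentile fluorescence all below set limits, cut at about 80% in these data, passing the limit was not always enough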
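Assay system – 2C mouse CD8+ T cells · Also added – QL9-loaded Drosophila micro-vesicles · Timing – Cell–vesicle co-incubation 1.5 h at 37 °C, staining 20 min on ice · Signal – flow cytometry of vesicle-bound cells · Measure – percent CD8+ FL2 mean versus row control · Controls – Peptide-free naked vesicles (low) and QL9 vesicles with 0.7% DMSO vehicle (high)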
Autophagy HCS = autophagy modulators in MEF cells, primary screen, imaging, high-content, MEF GFP-LC3; MEF GFP-LC3 puncta imaging; test concentration mostly 10 µM; calls only at 10 µM (by protocol); hit rate 0.98% among 190,000;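 active = percentage of spot-positive cells more than 3 SD above its plate mean, without a fluorescence outlier flag or 80% toxicity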;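 note: spot-positive cell cutoff set from DMSO-treated cells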
PhoP inhibition = inhibitors of PhoP regulon expression, primary screen, Salmonella Typhimurium, GFP reporter (AID 1863); hit rate 0.16% among 300,000; S. Typhimurium PhoP-regulated promoter GFP reporter, 4 h; higher % means a stronger effect; inhibition, % at 50 µM; hits with a dose series show IC50 in µM;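 active = inhibition over 29.93%, a cutoff 3 SD above the screen mean, later confirmed by dose response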;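 note: 0% = low Mg2+ inducing control and 100% = high Mg2+ repressing control; strong numbers were not always called active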
Lipid droplet = inhibitors of hepatocyte lipid droplet formation, primary screen, imaging, high-throughput imaging, BODIPY stain. AML12 mouse hepatocytes, oleate lipid droplets. inhibition, % at 6.5 µM. hit rate 0.4% among 240,000. AID 1656, 2009;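 active = lipid droplet intensity inhibited by at least 50%, with more than 500 cells counted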
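System: AML12 hepatocytes (mouse). Probe or stimulus: oleic acid at 100 µM to induce lipid droplet formation. Times: overnight treatment with compound plus oleate. Detection: Image-based BODIPY and DAPI two-channel analysis. Evaluation: percent inhibition of filter-corrected integrated lipid droplet intensity per well.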
CSM14.1 death rescue = rescue of cells from ER stress-induced death, primary screen, 384-well, CSM14.1, thapsigargin, ATP luminescence (AID 1222); CSM14.1 thapsigargin-induced death rescue, ATP luminescence; higher % means a stronger effect; cellular ATP content (survival), % at 20 µM; hits with a dose series show EC50 in µM; 190,000 tested, under 10 active;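 active = EC50 below 50 µM in the dose-response confirmation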;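 note: death triggered by thapsigargin at about 15 µM added after 2 h compound pretreatment; cell ATP read after overnight thapsigargin exposure of roughly 18 to 22 hours; normalized against plate controls of thapsigargin alone and 5% DMSO vehicle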
b-catenin transl = modulators of beta-catenin nuclear translocation, primary screen, imaging, HeLa cells, immunofluorescence, high-content. nuclear translocation activity, % at 5 µM. hit rate 0.3% among 190,000. AID 1665, 2009;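 active = nuclear translocation activity above 50% at 5 µM, with a well cell count of 50 or more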;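 note: per-cell ratio of nuclear to cytoplasmic median beta-catenin stain intensity; plate controls were DMSO negative control for no effect and GSK-3 inhibitor IX positive control for full effect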
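Test system: human HeLa cell line; Doses: 5 µM primary, 0.02–20 µM confirmation; Incubation: 24 h compound exposure, 37°C; Detection: beta-catenin immunofluorescence imaging with DAPI; Read-out: beta-catenin nuclear/cytoplasmic ratio, % activation.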
Dynein cargo inh = inhibitors of GR-EGFP nuclear translocation, primary screen, dynein cargo transport inhibitor project, imaging, high-content, 3617.4 mouse cells. hit rate 0.47% among 220,000. test concentration mostly 20 µM; stimulated with dexamethasone, 1 µM; active compounds read low. z-score, hits read low;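 active = plate z-score of nuclear minus cytoplasmic receptor signal below a set negative limit, without overly bright fluorescence or cell loss, cut at about -3.5 in these data, passing the limit was not always enough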;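 note: z-score of nuclear minus cytoplasmic ring GR-EGFP intensity difference per well; some compounds called inactive have numbers as strong as hits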
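Buffer or medium: tet-free, stripped-serum medium; reagent: dexamethasone at 1.0 µM final, 30 min; incubation: 48 h induction, 1 h compound, 30 min dex at 37 °C; measured by: formaldehyde fixation, Hoechst nuclear stain, 10x automated fluorescence imaging; read-out: nuclear-to-cytoplasmic GR-EGFP distribution per well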
Ins promoter up = insulin promoter activators in MIN6 cells, imaging, high-content screening, mouse beta cells; MIN6 insulin promoter-GFP reporter; active compounds read high; z-score at 5 µM; hit rate 0.3% among 190,000;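 active = z-score above 3 at 5 µM with at least 500 cells counted in the well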
MT stabilizer = microtubule stabilizers in HeLa cells, primary screen, imaging, high-content imaging | HeLa tubulin immunostaining HCS, 24 h; share of cells brighter than vehicle mean+2SD | % tubulin-high responders, % at 10 µM | hit rate 0.83% among 200,000 | AID 2205, 2009;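 active = plate Z-score above 3 for both tubulin-high and condensed-nucleus cell shares, with cell loss under 80%, at 10 µM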;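 note: anti alpha tubulin signal scored within the nucleus-defined area of each cell; some results filed as inactive read as strong as hits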
Dynein cargo inh cytoplasmic EGFP = also measured in Dynein cargo inh; calls as there; z-score; measured here: cytoplasmic GR-EGFP intensity; active compounds read high
Dynein cargo inh nuclear GR-EGFP = second read-out of Dynein cargo inh, no call of its own (marks repeat the call); z-score; measured here: nuclear GR-EGFP intensity;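 lower value marks the stronger effect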
Dynein cargo inh cell count = second read-out of Dynein cargo inh, no call of its own (marks repeat the call); z-score; measured here: cell count per field
Ins promoter up cell count = second read-out of Ins promoter up, no call of its own (marks repeat the call); cell count; measured here: cytotoxicity, nuclei count;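 total cells summed across four imaged fields per well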
Lipid droplet cells 6.5 µM = second read-out of Lipid droplet, no call of its own (marks repeat the call); cell count; measured here: cell count, cytotoxicity flag;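 cells counted across two imaged fields per well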
b-catenin transl cell count 5 µM = recorded beside b-catenin transl, whose call it bears; cell count; measured here: cell count, cytotoxicity flag
T cell HTS vesicle-bound % = recorded beside T cell HTS, whose call it bears; double positive events, %; measured here: CD8+ vesicle-bound cell fraction;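 binding gate set so that unloaded-vesicle control wells show 10% double positive cells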
MT stabilizer Hoechst-high % = recorded beside MT stabilizer, whose call it bears; % Hoechst-high responders; measured here: nuclear condensation Hoechst responders;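 share of cells brighter than vehicle mean plus two SD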
MT stabilizer cytotoxicity % = recorded beside MT stabilizer, whose call it bears; toxicity, %; measured here: cytotoxicity by cell density;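 0% = mean cell density of plate MIN control wells and 100% = no cells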
Autophagy HCS cell loss 18 h = recorded beside Autophagy HCS, whose call it bears; toxicity, %; measured here: cell loss, nuclei count;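 cell loss after 18 h compound exposure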
Active calls of the source: *; i = inactive; . = no result given.

SMILES	T cell HTS	T cell HTS vesicle-bound %	Autophagy HCS	Autophagy HCS cell loss 18 h	PhoP inhibition	Lipid droplet	Lipid droplet cells 6.5 µM	CSM14.1 death rescue	b-catenin transl	b-catenin transl cell count 5 µM	Dynein cargo inh	Dynein cargo inh cytoplasmic EGFP	Dynein cargo inh nuclear GR-EGFP	Dynein cargo inh cell count	Ins promoter up	Ins promoter up cell count	MT stabilizer	MT stabilizer Hoechst-high %	MT stabilizer cytotoxicity %
CN1C(=O)[C@@H]2[C@@H]3C[C@@H]([C@H]4ON=C(c5ccc(Cl)cc5Cl)[C@@H]34)[C@@H]2C1=O	i	43.3	i	0.1	4.1%	-10.9	691	-1.5%	1.2	1055	-0.718	-0.162	-0.3	-0.41	0.83	1499	4.9	2.3	3.1
CC(C)c1ccc(OCC(=O)NCc2ccco2)cc1	i	60.0	i	-0.3	10.5%	12.3	715	-2.0%	.	.	-0.086	-0.261	-0.0146	-0.471	.	.	1.9	1.6	1.3
CCOC(=O)C(C)n1cnc2c1c(=O)[nH]c(=O)n2C (stereo unspecified)	i	42.2	i	-12.2	-4.7%	13.5	765	0.2%	-3.2	1203	0.396	-0.235	0.215	0.795	0.57	1227	4.0	2.4	3.4
CCOC(=O)C1=C(C)NC(SCC(=O)O)=C(C#N)C1c1ccco1 (stereo unspecified)	i	23.4	i	3.9	-6.2%	.	.	-1.5%	-0.8	1445	-0.962	-0.228	-0.488	0.643	-0.75	1489	2.2	2.1	0.2
COCCN(CCOC)S(=O)(=O)c1ccc(C(=O)Nc2c(C)n(C)n(-c3ccccc3)c2=O)cc1	i	53.2	.	.	-6.9%	14.5	681	.	-0.9	1351	0.243	-0.218	0.134	-0.0685	-1.01	1097	.	.	.
Cn1c(=O)oc2cc(S(=O)(=O)N3CCc4ccccc4C3)ccc21	i	51.0	i	4.3	8.7%	.	.	0.3%	.	.	2.04	-0.0605	1.47	-1.26	0.26	856	3.5	2.1	10.2
CC(C)NC(=O)C(=O)NCCCOC(C)C	i	35.0	i	12.4	-6.8%	22.7	745	0.5%	-3.1	552	-0.796	-0.28	0.4	0.178	0.24	1210	2.6	2.9	7.3
CCOC(=O)Cn1nnc2c(sc3nc4c(c(-c5ccc(Cl)cc5)c32)CCC4)c1=O	i	60.9	i	20.5	-4.6%	.	.	-0.1%	.	.	0.598	-0.35	0.421	0.117	.	.	2.6	1.4	7.4
Clc1ccc2nc3ccccn3c2c1	i	42.9	i	-9.5	11.3%	.	.	0.7%	-2.7	772	0.821	-0.355	0.809	-0.697	0.98	1113	4.3	1.5	1.0
CCN(CC(=O)NC)S(=O)(=O)c1ccc(Br)cc1	i	49.4	i	-1.0	8.5%	0.9	769	2.1%	-0.3	1031	0.971	-0.258	0.801	0.247	0.06	1311	5.0	0.7	76.3
N/C(=N\OC(=O)CCc1ccccc1)c1ccc(Cl)cc1	i	28.9	i	1.3	0.0%	.	.	-1.2%	0.1	1511	-0.509	-0.125	-0.313	0.396	-0.12	1554	0.9	1.2	11.2
CC(C)CNC(=O)CSc1nnc2ccccn12	i	57.6	i	-14.0	-5.9%	2.3	677	-3.6%	-1.2	1173	-0.722	-0.217	-0.285	0.942	0.24	1401	4.1	2.7	2.7
Cc1cccc(OCCOCCN2CCNCC2)c1C	i	31.0	i	-4.7	14.8%	-21.0	667	-0.5%	5.3	481	2.37	0.51	0.863	-1.4	-0.16	1187	4.3	4.0	7.8
Cn1c(OCc2ccc3c(c2)OCO3)nc2c1c(=O)n(Cc1ccc(Cl)c(Cl)c1)c(=O)n2C	i	46.3	i	7.1	-2.6%	.	.	-2.8%	0.4	1318	3.53	-0.176	1.36	-2.07	-0.71	1612	1.7	1.1	3.5
CCn1ccnc1CN(C)Cc1cn(-c2cc(C)ccc2C)nc1-c1ccccc1	i	51.8	i	10.7	-5.2%	-1.7	689	-1.5%	-3.3	1058	0.0651	-0.272	-0.0213	0.19	-0.89	1184	4.5	2.1	5.2
O=[N+]([O-])c1ccc(N2CCCCC2)c(-c2nn[nH]n2)c1	i	11.3	i	-12.5	-3.7%	11.8	745	0.8%	-0.4	1585	-0.79	-0.194	-1.04	0.616	0.49	1480	2.6	2.1	10.0
Cc1cccc(NC(=S)N=Nc2c(O)[nH]c3ccccc23)c1	i	29.9	i	-8.6	-1.4%	-14.0	707	1.9%	-4.5	507	-0.17	-0.326	-0.363	0.312	-2.64	919	2.2	1.6	0.3
O=C(CN1C(=O)NC2(CCCCCC2)C1=O)N1CCC(Cc2ccccc2)CC1	i	22.9	i	5.0	-3.6%	-1.7	723	-0.4%	-1.0	1141	-0.438	-0.202	0.437	-0.0885	.	.	1.3	2.5	12.7
CC(=O)c1oc2ccccc2c1NC(=O)COC(=O)c1ccc(-n2nc(C)cc2C)cc1	i	62.1	.	.	.	.	.	-3.7%	-3.1	997	.	.	.	.	-0.02	1295	.	.	.
Cc1ccc(Nc2c(-c3ccc(N(C)C)cc3)nc3ncccn23)cc1	i	25.2	.	.	-6.1%	4.5	728	.	0.7	1166	-1.05	-0.22	-0.656	0.676	-0.53	1484	.	.	.
CC(C)N(C(=O)COC(=O)[C@H](C)NC(=O)c1ccco1)c1ccccc1	i	28.7	i	-3.7	0.2%	4.4	679	2.2%	-3.6	1126	-0.00937	-0.135	0.0779	-0.642	-0.06	1350	2.4	1.5	4.2
CCN(CC)CCN1C(=O)C(O)=C(C(=O)c2ccco2)C1c1ccccn1 (stereo unspecified)	i	26.5	i	-13.6	-13.3%	7.1	795	0.6%	.	.	1.73	-0.238	1.17	-0.9	-0.57	1029	2.7	2.1	7.4
S=c1[nH]nc(-c2cccc(Cl)c2)n1Cc1ccccc1	i	37.5	i	-9.3	-10.3%	-3.5	679	-0.8%	-0.6	947	-0.331	-0.314	-0.491	0.552	0.41	1257	6.7	1.9	8.1
Cc1ccc(NC(=O)N2CCOCC2)c(C)c1	i	27.0	i	-0.5	-2.0%	17.8	783	0.8%	-0.5	951	-0.945	-0.0928	-0.203	0.566	1.07	916	1.2	0.9	7.7
CCOc1cccc(-c2nnc(SCC(=O)Nc3cc(C)ccc3OC)n2N)c1	i	50.2	i	-3.7	4.4%	.	.	-0.7%	0.4	749	-0.251	-0.331	-0.0443	-0.887	-0.02	1187	2.6	2.0	7.8
CC(=O)n1nc(-c2ccco2)nc1SCc1ccccc1	.	.	.	.	19.4%	6.1	632	.	1.4	1061	-0.582	-0.205	-0.257	0.0271	-0.32	1269	5.1	1.7	6.2
CC(C)C(NC(=O)C1CCCCC1)C(=O)Nc1ccncc1 (stereo unspecified)	i	45.8	i	10.8	-9.3%	.	.	0.8%	1.8	1367	0.433	0.08	0.615	-0.0992	-0.65	1433	4.0	4.5	9.7
Cc1ccc(-c2nnc(SCC(=O)N3CCOCC3)nc2-c2ccc(C)cc2)cc1	i	34.6	i	-4.7	10.8%	.	.	-1.4%	-0.3	1450	-0.561	-0.214	-0.226	0.935	0.36	1501	1.5	1.2	5.4
O=C(COC(=O)Cc1ccsc1)NCc1ccccc1	i	45.7	i	-5.8	1.3%	-6.4	638	-2.0%	2.7	1071	0.282	-0.331	-0.0567	0.248	-0.16	1433	1.8	1.5	5.7
O=C(c1ccc2c(c1)OCO2)N(c1ccccc1)C1C=CS(=O)(=O)C1 (stereo unspecified)	i	27.9	i	-0.4	8.7%	1.4	766	1.5%	-0.9	1093	-0.147	-0.218	0.0623	0.195	-0.72	1262	2.0	0.3	19.1
COC(=O)c1cc(C(=O)Nc2nnc(CC(C)C)s2)cc([N+](=O)[O-])c1	i	56.2	i	-4.8	-8.6%	-0.8	710	-1.4%	-7.5	565	-0.943	-0.055	-0.375	1.07	-0.07	1362	3.6	1.8	2.3
O=C(NC1CCCC1)c1cnc2n(c1=O)CCS2	i	49.6	i	-12.1	8.1%	.	.	-0.3%	.	.	0.29	-0.177	0.463	-0.148	.	.	5.7	1.3	9.3
Cn1c(=O)c2[nH]c(N3CCN(c4ccccn4)CC3)nc2n(C)c1=O	i	57.3	i	-30.0	.	14.6	702	-0.5%	3.7	982	-0.487	-0.389	0.039	1.34	1.37	1499	2.2	1.9	7.7
